# Source: PubChem BioAssay (Dana-Farber Cancer Institute and Novartis Institutes for BioMedical Research (Cambridge, Mass))
# OTUD3 inh = inhibitors of human OTUD3 deubiquitinase; OTU domain-containing protein 3 (Homo sapiens), Q5T2D3; purified OTUD3, Ub-rhodamine fluorescence, 2 h; inhibition, % at 25 µM; 0.7% of 47,000 active
# USP17 inh = inhibitors of human USP17 deubiquitinase. purified USP17, Ub-rhodamine cleavage fluorescence, 3 h. inhibition, % at 50 µM. 6.5% of 47,000 active
# UCHL1 inh = inhibitors of human UCHL1 deubiquitinase; purified UCHL1, Ub-rhodamine cleavage fluorescence; inhibition, % at 20 µM; 0.2% of 47,000 active
# USP10 inh = inhibitors of human USP10 deubiquitinase; Ubiquitin carboxyl-terminal hydrolase 10 (Homo sapiens), Q14694; purified USP10, Ub-rhodamine fluorescence, 60 min; inhibition, % at 20 µM; 1.1% of 47,000 active
# USP7 inh = inhibitors of human USP7 deubiquitinase. purified USP7, Ub-rhodamine cleavage fluorescence. inhibition, % at 20 µM. 0.3% of 47,000 active. AID 1645854, 2021
# USP8 inh = inhibitors of human USP8 deubiquitinase; inhibition, % at 20 µM; 4.2% of 47,000 active; Ubiquitin carboxyl-terminal hydrolase 8 (Homo sapiens), P40818; purified USP8, Ub-rhodamine cleavage fluorescence, 30 min
# USP28 inh = inhibitors of human USP28 deubiquitinase. AID 1645857, 2021. purified USP28, Ub-rhodamine cleavage fluorescence, 30 min. 3% of 47,000 active. inhibition, % at 25 µM
# Target sequence (Q96RU2 whole entry, looked up): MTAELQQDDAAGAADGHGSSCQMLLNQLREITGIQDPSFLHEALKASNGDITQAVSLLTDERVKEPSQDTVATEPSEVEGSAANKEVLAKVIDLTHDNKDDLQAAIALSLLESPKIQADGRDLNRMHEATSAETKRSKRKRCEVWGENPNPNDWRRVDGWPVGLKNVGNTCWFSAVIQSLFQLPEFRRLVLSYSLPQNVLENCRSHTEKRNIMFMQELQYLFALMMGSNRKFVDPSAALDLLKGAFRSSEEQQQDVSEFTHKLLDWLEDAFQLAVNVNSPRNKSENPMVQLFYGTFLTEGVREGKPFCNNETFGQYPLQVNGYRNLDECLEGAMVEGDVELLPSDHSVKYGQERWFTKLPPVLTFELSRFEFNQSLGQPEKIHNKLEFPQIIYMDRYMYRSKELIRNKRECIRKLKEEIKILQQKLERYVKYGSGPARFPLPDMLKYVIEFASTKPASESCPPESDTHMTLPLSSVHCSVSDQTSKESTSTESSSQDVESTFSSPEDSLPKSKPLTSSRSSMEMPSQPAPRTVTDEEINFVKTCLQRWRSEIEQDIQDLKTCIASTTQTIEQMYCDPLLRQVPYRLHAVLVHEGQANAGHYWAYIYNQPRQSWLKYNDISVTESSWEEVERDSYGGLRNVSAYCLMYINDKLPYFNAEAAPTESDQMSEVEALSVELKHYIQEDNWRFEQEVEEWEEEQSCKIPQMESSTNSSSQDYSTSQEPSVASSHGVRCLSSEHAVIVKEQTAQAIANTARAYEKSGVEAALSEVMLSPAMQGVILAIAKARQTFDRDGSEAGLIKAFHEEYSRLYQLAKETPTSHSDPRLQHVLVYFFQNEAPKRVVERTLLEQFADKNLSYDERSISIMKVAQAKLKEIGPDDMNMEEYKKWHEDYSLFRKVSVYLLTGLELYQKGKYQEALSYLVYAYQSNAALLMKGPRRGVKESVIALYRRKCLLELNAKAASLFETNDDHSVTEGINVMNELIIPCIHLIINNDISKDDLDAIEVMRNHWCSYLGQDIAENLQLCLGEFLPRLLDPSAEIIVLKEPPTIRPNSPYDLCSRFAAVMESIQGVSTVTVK
# USP30 block = inhibitors of human USP30 deubiquitinase. Ubiquitin carboxyl-terminal hydrolase 30 (Homo sapiens), Q70CQ3. purified USP30, Ub-rhodamine cleavage fluorescence. inhibition, % at 25 µM. 5.3% of 47,000 active. AID 1645860, 2021
# An asterisk follows results filed as active; i = inactive; . = not tested or not shown. Cut-off read from the data, not from the text of the source: active = inhibition above about 30%; inactive = the rest.
OTUD3 inh	USP17 inh	UCHL1 inh	structure	USP10 inh	USP7 inh	USP8 inh	USP28 inh	USP30 block
0	11	-2	O=C(O)c1ccc2c(=O)n3c(nc2c1)/C(=C/c1cccc(OCc2ccccc2)c1)CC3	8	-1	-19	3	-1
-3	-4	1	COc1cccc(CN(C)C(C)c2nc(N)nc(Nc3ccccc3)n2)c1 (stereo not drawn)	0	-2	10	0	-6
-43	33*	-4	Cc1cc2ncc3c(n2n1)CCN(c1ccc([N+](=O)[O-])cc1)C3	-12	3	-6	-3	-237
0	-3	2	CC1CCN(S(=O)(=O)c2cccn(CC(=O)N(C)c3ccccc3)c2=O)CC1	-4	2	7	-2	-15
4	0	10	COc1cc(NC(=O)Cn2cc(C(=O)c3ccccc3)c(=O)c3cc(Cl)ccc32)cc(OC)c1	62*	51*	97*	0	-23
6	3	-78	Cc1sc(-c2ccncc2)nc1OC(=O)c1ccc(F)cc1F	-1	-100	-16	8	6
2	5	-2	O=C(Nc1ccc(F)cc1F)c1ccc(Cn2cncn2)cc1	-1	3	5	10	1
-2	.	-1	O=S(=O)(NCc1cccnc1Oc1ccccc1)C1CC1	-1	-2	2	-3	-38
-9	-13	-2	OCCNc1nnc2c(n1)[nH]c1ccccc12	0	-1	0	-11	-4
-77	-101	-23	Cc1ccc(C2(C(F)(F)F)NC(=O)Nc3nc(N4CCCC4)sc32)cc1 (stereo not drawn)	-6	-25	-93	-86	-234
-5	-9	-3	O=C(c1ccc(OCC2CCCN(C(=O)c3ccccc3)C2)cc1)N1CCOCC1 (stereo not drawn)	4	-4	-4	-3	-12
6	5	-2	CCCCCN1Cc2cc(Cl)ccc2OCC1=O	2	-20	-2	17	9
-30	-30	-6	Cc1nn(C)c(Cl)c1C1CCCN1Cc1nc(-c2ccoc2)no1 (stereo not drawn)	-8	-6	-14	-35	-102
3	14	-3	O=C(O)/C=C/c1cc2c(cc1[N+](=O)[O-])OCO2	-3	-25	1	-46	-60
-3	2	-4	CCCOc1ccccc1C1CC(=O)Nc2n[nH]c(C)c21 (stereo not drawn)	3	-7	-1	-7	0
5	2	-1	O=C1CC(C(=O)Nc2ccc3c(c2)OCO3)N=C(Nc2ccccc2)N1 (stereo not drawn)	3	0	0	-1	10
0	-24	2	CN1CC(=O)N(C2CCNC2)Cc2c(NCc3ccc(Cl)cc3)ncnc21 (stereo not drawn)	-1	2	-188	31*	9
0	-2	-3	CNC(=O)[C@@]12CCC3(CCN(C(=O)c4cccc(OC)c4)CC3)[C@@H]1CN(C)C2	-2	-3	-6	-2	0
-7	-15	7	Cc1ccc(CC(=O)Nc2ccc(C)cc2-c2n[nH]c(C3CC3)n2)cc1	30*	9	64*	-6	-22
-3	16	1	Nc1ccc(NS(=O)(=O)c2ccc3c(c2)OCCCO3)cc1	1	-1	33*	-2	-8
9	9	3	CC1(C(=O)NC2CCCC2)Cn2c(cc3sccc32)C(=O)N1Cc1cccnc1 (stereo not drawn)	2	-74	16	4	8
3	34*	7	O=S1(=O)CCN(CC2CCCO2)c2c(Oc3ccc(F)cc3)nc(F)c(Cl)c21 (stereo not drawn)	9	-143	70*	14	11
-4	.	2	CC(NC(=O)c1ccccc1)c1nc(-c2cccc(-c3ccnn3C)c2)no1 (stereo not drawn)	0	-4	-5	-2	-24
7	5	1	O=C(c1cc(-c2ccc(Cl)cc2)n[nH]1)N1CCN(CCOc2ccc(Cl)cc2)CC1	-2	6	-10	2	12
2	1	-2	Cc1c(C(=O)N2CCCCCC2c2ccncc2)cnn1C (stereo not drawn)	-1	0	7	2	-3
0	-3	-2	CCn1c(SCc2nc(-c3cc(OC)ccc3OC)no2)nnc1-c1ccccc1	0	-3	-9	-5	1
6	-5	0	COc1ccc(Cn2ccc3nc(C)c(C(=O)N4CCOCC4)cc3c2=O)cc1	-2	7	-29	3	2
-4	-12	-3	Cc1c(C(=O)Nc2cccnc2)oc2c1C(=O)CC(C)(C)C2	0	-5	-10	-5	-9
0	-2	-1	O=C1N[C@@H]2[C@@H](O)[C@@H](O)[C@@H](O)[C@@H](CO)N2C1=O	2	1	-1	-6	0
2	1	1	COCCn1ccc2nc(C)c(C(=O)NCc3ccc4c(c3)OCO4)cc2c1=O	-2	4	4	5	-7
-6	5	0	CC(=O)c1ccc(NS(=O)(=O)c2c(C)nn(-c3ccccc3)c2C)cc1	1	-1	-13	-7	1
92*	96*	63*	CCCCCCCC1OC(=O)Cc2cc(O)c(O)c(O)c21 (stereo not drawn)	82*	75*	77*	94*	63*
-194	-159	-101	c1ccc(CCCN2CCc3nc4cccnc4cc3C2)cc1	-6	-114	-136	-238	i
8	8	6	CCN1CCN(c2nc3c(c(=O)[nH]c(=O)n3C)n2CCc2ccc(OC)cc2)CC1	-3	7	0	3	13
-6	25	0	CC(=O)N1CC2(CCN(C(=O)C(C)(C)C)CC2)Nc2ccccc21	1	0	32*	-15	-30
17	-18	27	COc1ccccc1-c1nc(-c2cn(-c3cccc(Cl)c3)nn2)no1	71*	51*	96*	20	46*
-14	-16	-1	COc1ccc(Cn2c(CO)cnc2SCC(=O)Nc2cccc(F)c2)cc1	0	-22	-12	-15	-23
2	-7	2	Cc1cnc(C(=O)N2C[C@H]3C[C@H]4[C@](C2)(CN(Cc2ccc(Cl)cc2)S4(=O)=O)O3)cn1	0	-8	-118	-1	7
-12	-49	33*	COC(=O)C1=CC(OC)=C(Cl)C(=O)C12OC(=O)c1c(O)cc(C)cc1O2 (stereo not drawn)	2	-92	-4	23	-283
7	2	0	CC(=O)NC(Cc1ccccc1C)C(=O)NC1CCN(C(=O)Nc2cccc(C)c2)CC1 (stereo not drawn)	-8	-29	4	8	7
15	0	1	COc1cccc(C(=O)N2CCC(=O)N(C)C[C@H]3COc4cc(OC)ccc4[C@H]32)c1	0	3	9	14	17
-4	-13	-2	CC(C)NC(=O)c1cccc(-c2noc(CCC3CCCC3)n2)c1	-5	-3	-13	-5	4
-1	-145	-20	CSc1ncc2c(=O)n(CC(=O)Nc3cc(Cl)ccc3C)cnc2n1	-5	.	-22	.	.
4	6	3	O=C(Nc1ccc(F)cc1F)N1CCCN(c2nc(-c3ccccc3)ns2)CC1	2	-16	16	14	23
-6	-2	0	CCOC(=O)N1CCC(NCc2ccco2)CC1	2	-1	0	-15	0
-5	58*	-3	COc1ccc(OC)c(NC(=O)C2=C(C)Nc3ncnn3C2c2ccccc2OCc2ccc(C)cc2)c1 (stereo not drawn)	-7	-10	1	-3	-20
9	.	2	Cc1cc(N2C(=O)OCC2C(C)C)nc(C2CCN(C(=O)C(C)(C)C)CC2)n1 (stereo not drawn)	1	0	-23	8	11
2	17	0	NS(=O)(=O)c1cccc(NC(=O)CN2CCCCCC2)c1	0	1	7	5	-5
-8	-10	-7	O=C1CN(S(=O)(=O)c2ccc(F)cc2)CC(O)CN1CCCc1ccccc1 (stereo not drawn)	0	-8	-23	-11	-4
-2	0	-2	CN1c2ccccc2CN(C(=O)C2CC2)CC1Cc1ccccc1 (stereo not drawn)	1	-4	0	0	-16
-4	-4	-6	CCCn1cnc2nc(CSc3ccccc3NC(=O)C(C)C)cc(=O)n21	-1	-1	-23	-6	-8
2	-70	12	CN1CC[C@@H]2[C@H]1C(=O)NC[C@H](CCC(=O)N1CCN(c3ccccn3)CC1)N2C	-2	-22	72*	44*	26
9	7	3	O=C(CC1C(=O)Nc2nc3ccccc3n21)Nc1ccccc1 (stereo not drawn)	26	8	18	9	15
-13	-8	2	CCC[C@@H]1OC(=O)[C@@H](C)CC(C)CCCCC(=O)CCCC(CC)/C=C/C=C(\COC)CCC(O)C(O)C[C@H](O)CNC1=O (stereo partly drawn)	0	-4	-2	-10	-19
-27	-17	-104	O=C(CSc1ncnc2c1sc1nc(-c3ccccc3)c3c(c12)CCC3)Nc1ccc(Cl)cc1	-2	-40	-3	-37	-167
17	11	5	COc1cccc(CNCC(O)(c2ccc(F)cc2)c2ccc(F)cc2)c1	6	-20	19	12	6

# (next part)
OTUD3 inh	USP17 inh	UCHL1 inh	structure	USP10 inh	USP7 inh	USP8 inh	USP28 inh	USP30 block
-19	39*	-8	NC(=O)c1ccc(NC(=O)Cc2cc(-c3ccc(F)cc3)on2)cc1	-4	1	-8	-8	-41
0	-2	-3	Cn1nc(C(=O)N2CCOCC2)c2c1CN(Cc1ccoc1)CC2	3	0	-29	-2	0
1	-7	1	Cc1ccc(N(CC(=O)N2CCN(c3ccccc3)CC2)S(=O)(=O)c2c(C)nn(C)c2C)cc1	-6	6	4	-2	-4
12	58*	0	COc1cccc(NC(=O)C2Cc3ccccc3N2C(=O)c2ccccc2)c1 (stereo not drawn)	4	2	0	25	28
-16	-31	-1	COc1ccc(-c2[nH]ncc2CN2CCc3nc(N4CCN(C)CC4)[nH]c(=O)c3CC2)cc1	0	-1	-65	-16	-24
-20	-20	-96	COc1cc(C2NC(=O)c3c(sc4c3CCN(C)C4)N2)ccc1OC(=O)c1cccc2ccccc12 (stereo not drawn)	-1	-82	9	-25	-111
-1	0	0	O=C(Cc1c(F)cccc1Cl)N1CCC[C@@H]1[C@@H](O)c1nccs1	0	3	-3	-5	7
14	11	0	O=C(CSc1ncnc2c1oc1ccccc12)NC1CCCCC1	-2	1	9	11	33*
-8	-16	1	O=S(=O)(c1ccccc1)c1cnc(-c2ccccc2)nc1-c1ccccc1Cl	2	1	2	0	-24
7	5	2	CCOc1cc2c(cc1OCC)C1CC(=O)N(c3cc(C)cc(C)c3)C(=O)N1CC2 (stereo not drawn)	0	2	1	9	14
8	17	0	O=c1c2[nH]c3ccc(F)cc3c2ncn1Cc1ccc2c(c1)OCO2	1	5	24	12	24
-14	-9	0	C[C@@H]1CC[C@H]2C(C)(C)[C@H](O)CC[C@]2(C)[C@@]12Cc1c(O)cc3c(c1O2)CNC3=O	0	2	-3	-12	-9
12	-10	1	CN1CC(=O)N(C2CCCNC2)Cc2c1ncnc2N1CCC(CCO)CC1 (stereo not drawn)	3	5	-64	6	6
-52	-37	-145	CSc1ccc(-c2cc3n(c(=N)c2C#N)CCc2cc4c(cc2-3)OCO4)cc1	-6	-118	-9	-42	-188
0	-3	-5	Cc1noc2c1C(c1ccc(O)cc1)C1=C(CC(c3ccc(O)cc3)CC1=O)N2 (stereo not drawn)	1	-4	5	-8	-20
0	-3	4	COc1ccccc1N1CCN(CC(=O)N2c3ccccc3CCc3ccccc32)CC1	0	6	-1	0	10
7	8	24	CCOc1ccc2c(c1)c(=O)c(C(=O)c1ccc(C)cc1)cn2CC(=O)Nc1ccc(C)cc1	62*	60*	95*	12	10
2	8	8	O=C(Nc1ccc(F)cc1)c1cccnc1Nc1cccc(F)c1	11	0	-2	1	4
12	7	2	CC(C)c1cc(=O)[nH]c(N2CCN(c3ccccc3)CC2)n1	2	0	12	12	18
16	14	1	CC(C)N(C(=O)c1cc2cccnc2n(Cc2ccc(F)cc2)c1=O)C(C)C	3	-40	29	15	21
2	0	-1	Cn1ccc2c(cc(C(=O)NCc3ccccc3F)n2C)c1=O	-2	0	-3	17	-2

# Grouped by structure: the entries above containing a Cl atom
OTUD3 inh	USP17 inh	UCHL1 inh	structure	USP10 inh	USP7 inh	USP8 inh	USP28 inh	USP30 block
4	0	10	COc1cc(NC(=O)Cn2cc(C(=O)c3ccccc3)c(=O)c3cc(Cl)ccc32)cc(OC)c1	62*	51*	97*	0	-23
6	5	-2	CCCCCN1Cc2cc(Cl)ccc2OCC1=O	2	-20	-2	17	9
-30	-30	-6	Cc1nn(C)c(Cl)c1C1CCCN1Cc1nc(-c2ccoc2)no1 (stereo not drawn)	-8	-6	-14	-35	-102
0	-24	2	CN1CC(=O)N(C2CCNC2)Cc2c(NCc3ccc(Cl)cc3)ncnc21 (stereo not drawn)	-1	2	-188	31*	9
3	34*	7	O=S1(=O)CCN(CC2CCCO2)c2c(Oc3ccc(F)cc3)nc(F)c(Cl)c21 (stereo not drawn)	9	-143	70*	14	11
7	5	1	O=C(c1cc(-c2ccc(Cl)cc2)n[nH]1)N1CCN(CCOc2ccc(Cl)cc2)CC1	-2	6	-10	2	12
17	-18	27	COc1ccccc1-c1nc(-c2cn(-c3cccc(Cl)c3)nn2)no1	71*	51*	96*	20	46*
2	-7	2	Cc1cnc(C(=O)N2C[C@H]3C[C@H]4[C@](C2)(CN(Cc2ccc(Cl)cc2)S4(=O)=O)O3)cn1	0	-8	-118	-1	7
-12	-49	33*	COC(=O)C1=CC(OC)=C(Cl)C(=O)C12OC(=O)c1c(O)cc(C)cc1O2 (stereo not drawn)	2	-92	-4	23	-283
-1	-145	-20	CSc1ncc2c(=O)n(CC(=O)Nc3cc(Cl)ccc3C)cnc2n1	-5	.	-22	.	.
-27	-17	-104	O=C(CSc1ncnc2c1sc1nc(-c3ccccc3)c3c(c12)CCC3)Nc1ccc(Cl)cc1	-2	-40	-3	-37	-167
-1	0	0	O=C(Cc1c(F)cccc1Cl)N1CCC[C@@H]1[C@@H](O)c1nccs1	0	3	-3	-5	7
-8	-16	1	O=S(=O)(c1ccccc1)c1cnc(-c2ccccc2)nc1-c1ccccc1Cl	2	1	2	0	-24
